# TEAD-YAP inh: TEAD-YAP interaction inhibition. HEK-TIYL cells, TEAD-Gal4/YAP UAS-luciferase luminescence. inhibition, % at 9.12 µM. actives 1.4% (n = 640,000). AID 1259422; in the data active = inhibition above about 32%;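 also: 0% = median of test compound wells and 100% = reference inhibitor wells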
# GPR151 ag: activators of human GPR151; PathHunter beta-arrestin GPR151 cells, luminescence; activation, % at 11.2 µM; actives 1% (n = 650,000); AID 1508602; in the data active = activation above about 4.9%;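 also: 0% = median of compound wells and 100% = cells with positive control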
# FBW7 activator: activators of human E3 ligase FBW7. normalized activity (activation), % at 26.1 µM. AlphaScreen FBW7–phospho-cyclin E peptide binding, activator screen. Q969H0. actives 0.13% (n = 650,000); in the data active = normalized activity above about 1.9%;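 also: purified mutant Fbw7 with reduced substrate affinity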
# Target sequence (Q969H0 whole entry, looked up): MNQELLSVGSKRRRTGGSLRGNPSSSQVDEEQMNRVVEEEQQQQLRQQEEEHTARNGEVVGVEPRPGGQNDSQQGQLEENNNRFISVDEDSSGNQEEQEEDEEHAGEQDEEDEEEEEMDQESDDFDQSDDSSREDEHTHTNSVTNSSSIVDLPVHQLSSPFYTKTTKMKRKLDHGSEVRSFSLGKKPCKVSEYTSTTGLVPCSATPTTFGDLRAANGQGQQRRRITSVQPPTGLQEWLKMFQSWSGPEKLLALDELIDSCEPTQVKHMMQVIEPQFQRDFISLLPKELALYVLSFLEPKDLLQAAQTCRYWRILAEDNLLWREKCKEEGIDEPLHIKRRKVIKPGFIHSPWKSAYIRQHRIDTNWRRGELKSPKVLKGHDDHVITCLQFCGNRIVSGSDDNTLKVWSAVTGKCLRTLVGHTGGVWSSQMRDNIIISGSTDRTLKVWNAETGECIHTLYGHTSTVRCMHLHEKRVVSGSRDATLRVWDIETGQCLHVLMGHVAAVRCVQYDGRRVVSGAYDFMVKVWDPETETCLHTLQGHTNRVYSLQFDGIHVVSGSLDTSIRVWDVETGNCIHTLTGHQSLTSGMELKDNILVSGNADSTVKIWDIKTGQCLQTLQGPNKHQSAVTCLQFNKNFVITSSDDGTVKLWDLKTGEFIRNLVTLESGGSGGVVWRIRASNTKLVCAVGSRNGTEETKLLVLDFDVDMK
# MITF inh: inhibitors of human MITF; AlphaScreen MITF homodimerization, bead proximity signal; inhibition, % at 2.6 µM; actives 0.91% (n = 650,000); AID 1259374; in the data active = inhibition above about 50%;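 also: 0% = vehicle wells with protein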
# The depositor's hits bear a star; nt = no result given; & = joins results of further samples.
# Start of the data: the first 2 entries, to show the layout:
# Below each compound – TEAD-YAP inh | GPR151 ag | FBW7 activator | MITF inh
1: COc1cc(CNc2ccc(N3C(=O)C4CCCCC4C3=O)cc2[N+](=O)[O-])cc(OC)c1 (stereo unspecified)
  11 | 0.8 | -0.5 | 9
2: COc1ccc(N2C(N)=C(C#N)C(c3ccc4c(c3)OCO4)C3=C2CC(C)(C)CC3=O)c(OC)c1 (stereo unspecified)
  -6 | -1.6 | 0.6 | 13

# The list itself, previewed entries included:
# Below each compound – TEAD-YAP inh | GPR151 ag | FBW7 activator | MITF inh
1: COc1cc(CNc2ccc(N3C(=O)C4CCCCC4C3=O)cc2[N+](=O)[O-])cc(OC)c1 (stereo unspecified)
  11 | 0.8 | -0.5 | 9
2: COc1ccc(N2C(N)=C(C#N)C(c3ccc4c(c3)OCO4)C3=C2CC(C)(C)CC3=O)c(OC)c1 (stereo unspecified)
  -6 | -1.6 | 0.6 | 13
3: COc1ccc(/C=N/NC(=O)c2cc(C)[nH]n2)cc1OCc1ccccc1
  8 | -0.1 | -0.1 | 11
4: Cc1nc2ccccc2n1CC(=O)N1CC(=O)Nc2ccccc21
  1 | 1.3 | 0.0 | -1
5: O=C(CN1C(=O)/C(=C/c2ccccc2F)Sc2ccccc21)N1CCOCC1
  11 | 0.6 | 0.0 | -2
6: COc1cccc(NCc2c(CO)cnc(C)c2O)c1
  -6 | 0.2 | 0.6 | 1
7: O=C(N/N=C/c1ccc(O)cc1O)C(O)c1ccccc1 (stereo unspecified)
  -1 | -0.6 | -0.9 | 13
8: CCOc1cc(-c2cn[nH]c2)ccc1NC(=O)C1COc2ccccc2O1 (stereo unspecified)
  -6 | 0.4 | -0.2 | 13
9: CSc1cccc(NC(=S)N2CCC(N(C)CCN3CCOCC3)CC2)c1
  -1 | -0.1 | 0.1 | 8
10: Cc1ccc(-c2nc3ccc(Oc4ccc(N)cc4)cc3nc2-c2ccc(C)c(C)c2)cc1C
  -8 | -1.1 | 0.1 | -5
11: CCOP(=O)(OCC)/C(C#N)=C(\Nc1ccccc1)SCc1ccc([N+](=O)[O-])cc1
  17 | -2.0 | 0.0 | 8
12: CCOC(=O)CC(CC(C)C)NC(=O)CCc1nnc(-c2ccc(C)s2)o1 (stereo unspecified)
  -52 | 0.8 | -0.1 | 11
13: CC(=O)Oc1ccc2c(C)c(-c3ccccc3)c(=O)oc2c1
  -2 | 1.2 | 0.2 | 11
14: CCC(C)(C)NC(=O)c1ccc(OC)c(S(=O)(=O)N2CCOCC2)c1
  -3 | -0.3 | 0.0 | 1
15: Cc1cc(C)nc(-c2cccc3c2OC(CNC(=O)C(C)n2nc(C)cc2C)C3)n1 (stereo unspecified)
  -2 | -1.0 | -0.4 | 10
16: COc1cccc(C2C(C(N)=O)=C(C)Nc3nc(-c4cccc(Cl)c4)nn32)c1OC (stereo unspecified)
  -1 | 1.0 | 0.6 | 13
17: C=CCOc1ccc(Br)cc1/C=C1\NC(=S)N(C(C)=O)C1=O
  -1 | 3.7 | 0.1 | -20
18: CCOc1ccccc1C1CC(c2ccc(C)cc2)=NN1C(C)=O (stereo unspecified)
  6 | -0.3 | 0.0 | 9
19: CCOC(=O)C1=C(CN2CCCc3ccccc32)NC(=O)NC1c1cccs1 (stereo unspecified)
  28 | -0.3 | -0.1 | 6
20: O=C(O)CCNS(=O)(=O)c1ccc(Cl)c(Cl)c1
  -9 | -1.1 | 0.1 | -6

# Single records (already shown). Values in the order: TEAD-YAP inh | GPR151 ag | FBW7 activator | MITF inh
# `COc1cc(CNc2ccc(N3C(=O)C4CCCCC4C3=O)cc2[N+](=O)[O-])cc(OC)c1` (stereo unspecified) across the screens: 11 | 0.8 | -0.5 | 9
# `Cc1cc(C)nc(-c2cccc3c2OC(CNC(=O)C(C)n2nc(C)cc2C)C3)n1` (stereo unspecified) across the screens: -2 | -1.0 | -0.4 | 10
# `CCOC(=O)CC(CC(C)C)NC(=O)CCc1nnc(-c2ccc(C)s2)o1` (stereo unspecified) across the screens: -52 | 0.8 | -0.1 | 11

# Following part
# Below each compound – TEAD-YAP inh | GPR151 ag | FBW7 activator | MITF inh
21: Cc1cc(=O)oc2cc(OCC(=O)OCC(=O)NC3CCCC(C)C3C)ccc12 (stereo unspecified)
  -5 | 0.1 | 0.0 | -6
22: C=CCn1c(SCC(=O)NCCc2ccc(OC)c(OC)c2)nc2sc(-c3ccccc3)cc2c1=O
  -6 | -1.5 | -0.2 | -5
23: Cc1nn(C)c(C)c1-c1nc2ccc(C(=O)NCCCN3CCCC3=O)cc2s1
  -17 | 0.3 | 0.2 | 4
24: CC1=C(C(=O)Nc2ccccn2)C(c2ccc(C(C)C)cc2)n2ncnc2N1 (stereo unspecified)
  -25 | -1.4 | 0.1 | 19
25: COc1ccc(C2C(C#N)=C(N)Oc3n[nH]c(-c4ccc([N+](=O)[O-])cc4)c32)cc1OC (stereo unspecified)
  9 | -0.7 | -0.4 | 16
26: O=c1nc2s/c(=C\c3ccco3)c(=O)n2nc1Cc1ccccc1Cl
  8 | -1.1 | -0.2 | 27
27: Cc1cc2nn(-c3ccccc3)nc2cc1NC(=O)c1ccco1
  -28 | -0.8 | 0.1 | 5
28: COC(=O)N/N=C/c1ccc(-c2ccc(F)cc2)o1
  -25 | 0.2 | 0.0 | 8
29: COc1ccc(C(=O)Nc2nnc(SCC(=O)NC(C)(C)C)s2)cc1
  -28 | 0.6 | -0.1 | -5
30: COc1ccc(Br)cc1C(=O)Nc1cc(-c2nc3ncccc3o2)ccc1C
  -1 | 0.3 | 0.1 | -4
31: NC(=O)COC(=O)c1ccccc1OCc1ccc(F)cc1
  18 | -0.2 | 0.0 | -1
32: O=C(Nc1ccc(Oc2ccccc2)cc1)c1cc(-c2ccccc2)nc2ccccc12
  -1 | -0.5 | -0.1 | 4
33: O=C(CSc1nnc(-c2ccccc2)c(-c2ccccc2)n1)Nc1nccs1
  5 | -1.1 | -0.1 | 1
34: CCSc1nnc(NC(=O)c2ccc(C)c([N+](=O)[O-])c2)s1
  -18 | -1.2 | -0.2 | 3
35: CCOC(=O)c1c(NC(=O)C2C3C=CC(C3)C2C(=O)O)sc2c1CCCCCC2 (stereo unspecified)
  20 | 0.4 | 0.1 | 24
36: Cc1c(Cl)ccc2sc(NN)nc12
  9 | 1.1 | 0.0 | 6
37: OCC1(Cc2ccc(Cl)cc2)CCN(Cc2cccc3nccnc23)CC1
  9 | -0.1 | 0.1 | 16
38: CCOC(=O)C1C(c2ccc(OCc3ccccc3)cc2)NC(=O)NC1(O)C(F)(F)F (stereo unspecified)
  9 | -0.8 | -0.2 | 0
39: COC(=O)C(C)N1C(=O)S/C(=C/c2cc3c(cc2Cl)OCO3)C1=O (stereo unspecified)
  1 | -0.5 | 0.0 | 14
40: COCCCNc1nc2nonc2nc1N1CCN(C2CCCC2)CC1
  2 | 5.7* | -0.1 | -1

# Looked up above:
# Reading of no. 31 under MITF inh: -1
# Reading of no. 37 under GPR151 ag: -0.1
# Reading of no. 28 under GPR151 ag: 0.2
# Reading of no. 25 under TEAD-YAP inh: 9

# Next results.
# Below each compound – TEAD-YAP inh | GPR151 ag | FBW7 activator | MITF inh
41: COc1cc(/C=C(\C#N)c2nnc3n2CCCCC3)ccc1OC(C)=O
  7 | 0.0 | 0.1 | 5
42: CS(=O)(=O)c1ccc2nc(Nc3nc4cc5c(cc4s3)OCO5)sc2c1
  -1 | 0.0 | -0.3 | 9
43: O=c1c2ccccc2c(C=Nc2ccc(O)cc2)c(O)n1-c1nccs1
  4 | 1.8 | 0.0 | 5
44: CC(C)NC(=O)CCNC(=O)Cn1ccc2ccccc2c1=O
  9 | -1.3 | 0.0 | -9
45: CCN1CCN(C(=O)c2ccc(OC)cc2OC)CC1
  3 | 1.2 | 0.3 | 3
46: COc1ccc2cc(CC(=O)O)ccc2c1
  nt | -1.0 | nt | -8
47: O=C(CSc1nc2ccccc2n1S(=O)(=O)c1ccc(Cl)cc1)c1ccc(Cl)cc1
  -17 | -0.4 | 0.2 | 13
48: Cc1nn(C(C)(C)C)c(OC(=O)c2c(F)cccc2F)c1Sc1ccccc1
  20 | 2.7 | 0.2 | -2
49: Cn1c(N2CCCCCC2)nc2c1c(=O)n(Cc1ccccc1)c(=O)n2C
  8 | 0.1 | -0.1 | 10
50: CC1=CC(C)(C)Nc2cc(C)c(C)cc21
  11 | 2.6 | -0.3 | 4
51: CCc1ccccc1NC(=O)CSc1nnc(N)s1
  -2 | -0.1 | 0.0 | -5
52: Cc1nc(NC(=O)Cn2nnc3c(cnn3-c3ccc(F)cc3)c2=O)sc1C
  2 | 0.8 | 0.0 | 10
53: COc1ccc(C(=O)/C=C(\C)Nc2ccc(F)cc2F)cc1
  -3 | -0.2 | -0.3 | 0
54: CCCCCn1c(=S)[nH]c2cc(C(=O)Nc3cccc(C(F)(F)F)c3)ccc2c1=O
  -9 | -0.5 | -0.1 | -2
55: CC(=O)c1cccc(-c2cc(Nc3ccccc3)ncn2)c1
  -50 | -0.5 | -0.1 | -3
56: CC(C)c1ccc(C(=O)CC2(O)C(=O)N(CCc3ccccc3)c3ccccc32)cc1 (stereo unspecified)
  10 | 1.6 | 0.0 | 2
57: O=C(CSc1ncnc2c1cnn2-c1ccccc1)Nc1nc2c(s1)CCCC2
  13 | 0.3 | 0.6 | 5
58: CC/C(=N\NC(=O)C1C2CCCCC21)c1ccc(O)cc1 (stereo unspecified)
  -17 | -0.8 | 0.4 | -2
59: COC(=O)Cc1c(C)c2ccc3c(c2oc1=O)CN(Cc1ccc(OC)c(OC)c1)CO3
  3 | -0.1 | -0.4 | -1
60: N#CC(C(=O)COc1ccccc1)c1ccccc1 (stereo unspecified)
  3 | 2.7 | 0.3 | 16

# Copied from the results shown for reference:
# Below each compound – TEAD-YAP inh | GPR151 ag | FBW7 activator | MITF inh
1: COc1cc(CNc2ccc(N3C(=O)C4CCCCC4C3=O)cc2[N+](=O)[O-])cc(OC)c1 (stereo unspecified)
  11 | 0.8 | -0.5 | 9
2: COc1ccc(N2C(N)=C(C#N)C(c3ccc4c(c3)OCO4)C3=C2CC(C)(C)CC3=O)c(OC)c1 (stereo unspecified)
  -6 | -1.6 | 0.6 | 13

# (more compounds)
# Below each compound – TEAD-YAP inh | GPR151 ag | FBW7 activator | MITF inh
61: O=C(Nc1ccc(O)cc1)c1ccc2c(c1)C(=O)N(c1ccc([N+](=O)[O-])cc1)C2=O
  5 | 0.4 | -0.1 | 12
62: CCOc1ccc(C(=O)CC2(O)C(=O)N(C)c3ccccc32)cc1 (stereo unspecified)
  6 | 1.2 | -0.2 | -6
63: O=S(=O)(NCCc1csc(-c2ccccc2)n1)c1ccc(Cl)cc1
  1 | 0.7 | 0.0 | -31
64: Cn1cnnc1SCc1cc(=O)c(OCc2cccc(F)c2)co1
  -3 | -1.3 | -0.1 | 11
65: CC(=O)c1cccc(NC(=O)CSc2ccc(-c3ccccn3)nn2)c1
  5 | -4.4 | -2.0 | 47
66: CCOC(=O)c1cc(S(=O)(=O)NCc2ccc(Cl)cc2)cn1C
  2 | 0.0 | -0.2 | 13
67: CCOC(=O)C1CCN(C(=O)CCCCn2c(=O)[nH]c3ccccc3c2=O)CC1
  6 | -0.2 | 0.1 | 6
68: Clc1ccc(Nc2nc(NC3CCCCC3)nc(N3CCCC3)n2)cc1
  -5 | 0.9 | -0.1 | -6
69: Cc1cc(Cl)nc(Cl)c1C(=O)NC(=O)NC(C)(C)C
  18 | -0.6 | 0.2 | 12
70: CC(C)c1nc(SCC(=O)Nc2ccc(S(=O)(=O)N(C)C)cc2)c2ccccc2n1
  1 | -0.5 | 0.4 | 28
71: C=CCN(CC=C)CCCOc1ccc(C)cc1OC
  -2 | -2.1 | 0.8 | 55*
72: Cc1ccc(SC(C)C(=O)Nn2cnnc2)cc1 (stereo unspecified)
  -3 | 0.3 | 0.1 | 1
73: Nc1c[n+](N2CCOCC2)no1
  -5 | -1.0&0.4 | 0.0&0.0 | 20&-9
74: CCCCOc1ccc(C2(C)NC(=O)N(C)C2=O)cc1 (stereo unspecified)
  3 | 0.3 | 0.1 | 4
75: Cc1cc(/C=C(\C#N)C(=O)NC2CCCCCC2)c(C)n1C
  -25 | -0.4 | 0.1 | -7
76: COc1ccc(/C=C/C(=O)c2cccnc2)cc1OC
  0 | 0.9 | -0.2 | 43
77: CCOc1cc(C2C(C(=O)OCCOc3ccccc3)=C(C)NC3=C2C(=O)CC(C)(C)C3)cc(Br)c1O (stereo unspecified)
  -11 | -0.7 | 0.0 | -5

# From PubChem
